Insulin prom up: MIN6 insulin promoter up-regulation | MIN6 insulin promoter-GFP reporter, high-content imaging; hits give high values | z-score at 5 µM | hit rate 0.3% among 190,000;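 active = z-score above 3 at 5 µM with at least 500 cells counted in the well; inconclusive = wells under 500 cells, flagged as cytotoxic or low count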
Autophagy mod: autophagy modulation, high-content screen. hit rate 0.98% among 190,000. MEF GFP-LC3 puncta imaging; test concentration mostly 10 µM. calls only at 10 µM (by protocol);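 active = percentage of spot-positive cells more than 3 SD above its plate mean, without a fluorescence outlier flag or 80% toxicity; inconclusive = no clear call, values can overlap the other calls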;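 note: spot-positive cell cutoff set from DMSO-treated cells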
human PMI inhibition: inhibitors of human PMI, primary screen, biochemical, fluorescence intensity, coupled assay (AID 1209) | purified PMI enzyme, coupled fluorescence intensity; higher % means a stronger effect | inhibition, % at 20 µM; hits with a dose series show IC50 in µM | hit rate 0.42% among 190,000;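 note: plate controls were DMSO vehicle for no effect and wells lacking substrate for full effect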
human PMI inhibitors: human PMI inhibitors, high substrate, primary screen, biochemical, fluorescence intensity, high mannose 6-phosphate (AID 1220); recombinant PMI enzyme, coupled fluorescence intensity; higher % means a stronger effect; hit rate 0.66% among 190,000; inhibition, % at 20 µM; hits with a dose series show IC50 in µM
Yfh1-depleted yeast: mitochondrial function rescue without frataxin homolog – Friedreich's ataxia, plus single-dose screen, dose response (AID 1465) | hit rate 0.074% among 220,000 | fold induction at 50 µM, or EC50 in µM where a hit was titrated | S. cerevisiae Yfh1-off respiration, WST-1 reduction, 72 h; higher fold induction means a stronger effect;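 active = fold induction of absorbance versus untreated yeast above a set limit, then at least 30% activation at any dose in follow-up; inconclusive = repeats straddling the limit, or above it without dose testing; inactive = fold induction below the set limit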;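 note: activators that raise dye reduction in frataxin-depleted yeast; strong numbers were not always called active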
b-catenin transl: beta-catenin nuclear translocation modulation | HeLa beta-catenin nuclear translocation, immunofluorescence imaging | nuclear translocation activity, % at 5 µM | hit rate 0.3% among 190,000 | AID 1665;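 active = nuclear translocation activity above 50% at 5 µM, with a well cell count of 50 or more; inconclusive = wells under 50 cells across six images, flagged as toxic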;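 note: per-cell ratio of nuclear to cytoplasmic median beta-catenin stain intensity; plate controls were DMSO negative control for no effect and GSK-3 inhibitor IX positive control for full effect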
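Assay system: human HeLa cells, native beta-catenin; doses: 5 µM primary, 0.02–20 µM confirmation; incubation: compound treatment 24 h, 37°C, 5% CO2; technique: fluorescence imaging of beta-catenin antibody stain plus DAPI; measure: % activation, nuclear-to-cytoplasmic median beta-catenin signal ratio per cell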
Dynein cargo inh: dynein cargo transport inhibition; 3617.4 mouse cells, GR-EGFP nuclear translocation imaging; test concentration mostly 20 µM; stimulated with dexamethasone, 1 µM; hits give low values; z-score, hits read low; hit rate 0.47% among 220,000; AID 1381;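 active = plate z-score of nuclear minus cytoplasmic receptor signal below a set negative limit, without overly bright fluorescence or cell loss, cut at about -3.5 in these data, passing the limit was not always enough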;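 note: z-score of nuclear minus cytoplasmic ring GR-EGFP intensity difference per well; some compounds called inactive have numbers as strong as hits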
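Buffer or medium: Induction medium lacking tetracycline, stripped serum | Also added: Dexamethasone agonist, 1.0 µM final, for 30 min | Timing: 48 h induction, 1 h compound, 30 min dex at 37 °C | Detection: Formaldehyde fixation, Hoechst nuclear stain, 10x automated fluorescence imaging | Measure: Nuclear versus cytoplasmic GR-EGFP signal, averaged per well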
MT stabilizer: stabilizes microtubules in HeLa cells; HeLa tubulin immunostaining HCS, 24 h; share of cells brighter than vehicle mean+2SD; % tubulin-high responders, % at 10 µM; hit rate 0.83% among 200,000;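 active = plate Z-score above 3 for both tubulin-high and condensed-nucleus cell shares, with cell loss under 80%, at 10 µM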;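 note: anti alpha tubulin signal scored within the nucleus-defined area of each cell; some results filed as inactive read as strong as hits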
WT yeast gro inh: growth inhibition of WT yeast, mitochondrial fusion screen | mitochondrial fusion phenotypic screen, WT strain | hit rate 2.1% among 190,000 | AID 1362 | inhibition, % at 10 µM; in the data active = inhibition above about 58%; tested in S. cerevisiae
WT yeast gro inh mutant strain: recorded beside WT yeast gro inh, whose call it bears; inhibition, %; mitochondrial fusion phenotypic screen, mutant strain inhibition
Dynein cargo inh cytoplasmic EGFP: also measured in Dynein cargo inh; calls as there; z-score; measured here: cytoplasmic GR-EGFP intensity; hits give high values
Dynein cargo inh nuclear GR-EGFP: second read-out of Dynein cargo inh, no call of its own (marks repeat the call); z-score; measured here: nuclear GR-EGFP intensity;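 lower value marks the stronger effect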
Dynein cargo inh cell count: also measured in Dynein cargo inh; calls as there; z-score; measured here: cell count per field
Insulin prom up cell count: recorded beside Insulin prom up, whose call it bears; cell count; measured here: cytotoxicity, nuclei count;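 total cells summed across four imaged fields per well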
b-catenin transl cell count 5 µM: recorded beside b-catenin transl, whose call it bears; cell count; measured here: cell count, cytotoxicity flag
MT stabilizer Hoechst-high %: further read-out of MT stabilizer, marked with its call; % Hoechst-high responders; measured here: nuclear condensation Hoechst responders;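 share of cells brighter than vehicle mean plus two SD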
MT stabilizer cytotoxicity %: further read-out of MT stabilizer, marked with its call; toxicity, %; measured here: cytotoxicity by cell density;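 0% = mean cell density of plate MIN control wells and 100% = no cells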
Autophagy mod cell loss 18 h: recorded beside Autophagy mod, whose call it bears; toxicity, %; measured here: cell loss, nuclei count;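 cell loss after 18 h compound exposure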
* hit, by the source's call; i = inactive; ? = inconclusive; . = not tested or not shown. Cut-off read from the data, not from the text of the source, unless noted: active = inhibition above about 50%; inactive = the rest. An unsorted share of the library; about 5% have a hit in one of these screens.

The line under a structure holds: MT stabilizer	Insulin prom up cell count	Insulin prom up	Dynein cargo inh cytoplasmic EGFP	Dynein cargo inh	b-catenin transl cell count 5 µM	Yfh1-depleted yeast	human PMI inhibition	b-catenin transl	Autophagy mod cell loss 18 h	Dynein cargo inh nuclear GR-EGFP	WT yeast gro inh mutant strain	MT stabilizer cytotoxicity %	Autophagy mod	WT yeast gro inh	human PMI inhibitors	MT stabilizer Hoechst-high %	Dynein cargo inh cell count
- O=C(NNc1nc2ccccc2nc1C(F)(F)F)c1ccccc1
  5.3	.	.	-0.17	1.6	.	i	1%	.	9	0.59	6	3.5	i	-15	-2%	2.5	-2.3
- O=C1COc2ccc(C(=O)c3ccccc3)cc2CN1
  3.3	1275	0.16	-0.22	-1.2	1151	i	9%	-1.5	-9	-0.59	8	4.8	i	10	0%	2.1	0.38
- Cc1ccc([N+](=O)[O-])cc1N(CC(=O)NC1CCCC1)S(C)(=O)=O
  4.5	1634	0.73	-0.28	-0.46	875	i	7%	-2.6	9	0.34	13	5.8	i	9	31%	3.7	-0.18
- CCOc1ccccc1-c1nc(CN(Cc2cnn(C)c2)C(C)C)c(C)o1
  7.3	.	.	-0.071	0.39	996	i	8%	0.6	22	0.65	14	6.4	i	13	5%	1.2	-1.8
- O=C(CSc1nnc2ccccn12)NCCc1ccc(Cl)cc1
  4.9	1255	-0.79	-0.13	-0.58	1058	i	-9%	-0.8	8	0.014	0	3.2	i	-11	2%	2.8	0.95
- Cc1cccc(NC(=O)c2ccc(N(C)C3CCCCC3)c([N+](=O)[O-])c2)n1
  2.7	1215	-1.2	-0.23	0.45	1356	i	15%	-2.1	-20	0.75	0	3.7	i	-13	11%	1.6	1
- OC(Cn1cncn1)(c1ccccc1)c1ccccc1
  2.1	940	0.05	0.2	-0.5	1096	i	14%	-1.3	3	0.16	39	9.5	i	-2	3%	1.7	0.18
- COc1ccc(CC(=O)Nc2ccc(-c3cn4ccccc4n3)cc2)cc1
  1.3	849	0.1	-0.028	0.24	1085	i	8%	-4.1	2	0.39	25	4.4	i	-9	3%	0.8	0.63
- COCCn1c(SCC(=O)Nc2nnc(C)s2)nnc1-c1ccco1
  1.3	1397	-1.6	0.099	0.12	975	i	2%	-0.5	2	0.05	1	1.8	i	3	0%	1.2	-0.38
- CCN1CCN(c2nc3ccccn3c(=O)c2/C=C(\C#N)S(=O)(=O)c2ccccc2)CC1
  .	1104	0.25	-0.18	-1.2	1304	i	.	1.1	.	-0.51	.	.	.	.	.	.	0.98
- Cn1c(SCc2ccccc2)nnc1-c1ccncc1
  3.7	1202	0.51	-0.27	-0.94	1027	i	-8%	-3.1	18	-0.17	11	8.7	i	0	1%	2.2	0.32
- CCOC(=O)c1nn(-c2ccc(C)cc2)c(=O)c2c(N)scc12
  2.8	1265	-1.3	-0.092	-0.23	586	i	39%	-0.5	2	-0.5	7	2.8	i	1	62%*	1.4	-0.4
- CCC1CCC(c2nnc(-c3ccc(Br)cc3)o2)CC1 (stereo unspecified)
  1.4	1352	-0.83	-0.25	0.17	972	i	12%	-1.3	6	0.35	-9	4.1	i	19	-2%	1.3	-0.92
- CCOC(=O)/C(C#N)=C/c1c(Oc2cccc(C)c2)nc2ccccn2c1=O
  .	1095	-0.68	-0.21	-0.2	1329	i	.	-0.7	.	0.49	.	.	.	.	.	.	-0.19
- O=C(CCC(=O)c1cccs1)Nc1ccc(F)c(F)c1F
  2.0	794	-0.23	-0.086	-0.26	.	i	-4%	.	11	0.21	2	8.8	i	4	-10%	1.3	0.68
- O=c1[nH]c2cc(NCCO)c([N+](=O)[O-])cc2[nH]1
  1.9	1632	1	-0.19	0.21	998	i	-6%	-2.4	-8	0.057	6	1.9	i	-14	0%	0.7	0.14
- COCC(C)NC(=O)CSc1nc2nn(-c3ccccc3)c(=O)c-2c2n1CCCCC2 (stereo unspecified)
  1.2	1488	-0.31	0.0022	0.68	1134	i	4%	-0.9	-7	0.31	-15	8.5	i	1	4%	2.8	-1.1
- COc1ccccc1N1CCN(C(=O)CCCCCn2c(=O)[nH]c3ccsc3c2=O)CC1
  3.1	1118	-0.32	-0.18	0.36	1075	i	-4%	-1.6	5	-0.061	-12	8.0	i	-9	-6%	2.2	0.91
- O=C(NC1CCCCC1)N(C1=NCCCCC1)c1ccc(Br)cc1
  3.1	1389	-0.54	-0.21	0.75	1092	i	4%	0.5	.	0.46	-1	10	?	4	0%	1.5	-0.39
- CC1CCCC(NC(=O)Cn2cc3c(n2)CCCCC3)C1C (stereo unspecified)
  2.1	836	0.41	-0.23	-0.85	.	i	-12%	.	4	-0.37	9	4.7	i	11	-8%	3.4	0.24
- CCN(CC)S(=O)(=O)c1ccc(N/N=C(\C)c2ccc3c(c2)OCO3)c([N+](=O)[O-])c1
  6.1	1415	-0.31	-0.28	0.078	983	i	-12%	-1.9	14	0.099	1	0.4	i	11	-2%	1.5	0.73
- Cc1[nH]c2ccccc2c1/C=N/Nc1ccc(F)cc1F
  3.5	1431	-0.28	0.34	0.43	1114	i	-48%	-0.2	3	0.49	7	7.4	i	24	-107%	2.5	-0.88
- COC(=O)c1ccc2c(=O)n(CCCCCC(=O)NC(C)C)c(=O)[nH]c2c1
  2.4	1217	0.02	-0.2	-1.3	1079	.	0%	1.4	13	-0.61	-9	5.4	i	1	10%	3.6	3.1
- CCOc1cc2nc(-c3ccc(OC)c(OC)c3)nc(N3CCOCC3)c2cc1OC
  3.6	609	-1	0.9	-0.083	1462	i	13%	0.7	3	0.18	-2	5.5	i	5	9%	4.4	-0.22
- Cc1c(C(=O)O)sc(=S)n1-c1ccccc1
  4.3	1122	0.2	-0.33	-0.14	1149	i	-1%	0.1	3	-0.036	4	9.9	i	1	-1%	4.7	0.21
- Cc1cc(/C(N)=N/OC(=O)c2ccccc2Cl)no1
  .	1354	0.45	-0.25	1.6	1173	i	.	-0.8	.	0.73	.	.	.	.	.	.	-0.8
- COCCn1nnnc1C(c1cc2ccc(OC)cc2[nH]c1=O)N1CCc2ccccc2C1 (stereo unspecified)
  2.9	.	.	-0.27	-0.73	488	i	4%	3.2	3	-0.93	-4	4.5	i	-19	-20%	1.9	5
- CCCn1cc(S(=O)(=O)CC(=O)N2CCc3ccccc32)c2ccccc21
  4.3	1240	1.3	-0.17	-1.1	1072	i	24%	-0.2	4	-0.39	-1	4.7	i	7	21%	1.8	0.011
- O=C(Cn1nnc(-c2ccccc2Cl)n1)NCc1ccc2c(c1)OCO2
  1.9	801	0.89	0.07	-0.3	937	i	-2%	3.7	-6	-0.3	19	9.2	i	21	-4%	1.6	0.68
- O=C(O)c1ccc(N2CCS(=O)(=O)CC2)cc1
  3.4	1627	-0.8	-0.34	-1.5	1137	i	-6%	-1.2	3	-0.77	0	7.9	i	-16	-4%	2.0	1.5
- COCCCNC(=O)c1ccc(CN2CCc3ccccc3C2)cc1
  3.3	1593	-0.82	-0.2	-1.5	950	i	4%	0.1	-16	-0.53	-6	5.9	i	-4	6%	1.5	0.017
- COc1ccc(C2C(C#N)=C(N)N(c3cccnc3)C3=C2C(=O)CCC3)cc1Cn1cc([N+](=O)[O-])cn1 (stereo unspecified)
  3.0	1512	-0.07	-0.14	0.091	1404	i	13%	1.4	-17	0.37	-10	5.8	i	-18	48%	1.7	0.34
- CCCCNCc1cc(Cl)c(OCCC)c(OCC)c1
  1.2	.	.	-0.019	-1.3	1265	i	-3%	-17	-6	-0.66	-23	9.6	i	-2	-3%	1.3	0.2
- COC(=O)C1=C(C)Nc2ncnn2C1c1ccccn1 (stereo unspecified)
  3.0	1153	0.36	-0.18	-0.6	.	i	8%	.	-1	-0.036	-22	5.1	i	-16	0%	1.4	-0.12
- Cc1ccc(N/C(N)=N/c2nc(CSc3nnc(C)s3)cc(=O)[nH]2)c(C)c1
  12*	895	0.69	-0.19	1.6	642	i	3%	20	69	1.3	-7	36*	i	9	7%	54*	-1.6
- Cc1cccc(NC(=O)c2cc(NC(=O)c3ccco3)ccc2Cl)n1
  1.6	1742	-0.2	-0.26	-0.72	1005	i	7%	-1.1	-9	-0.75	-1	9.3	i	-3	8%	2.8	0.083
- CC1(C)Cc2c(sc(NC(=O)c3ccccc3)c2C(=O)O)CO1
  3.3	1446	-0.17	-0.28	0.87	1487	i	7%	0.2	-15	0.52	6	6.5	i	11	-3%	1.4	0.077
- Cc1ccc(C2CC2C(=O)NNC(=S)Nc2ccc(Cl)cc2)cc1 (stereo unspecified)
  2.3	735	-0.7	-0.25	-0.67	970	i	-5%	-0.6	-9	-0.72	-32	4.6	i	4	-8%	2.1	-0.2
- CN1CCN(c2ccc(NC(=O)c3ccc4c(c3)[nH]c(=O)n4Cc3ccc(F)cc3)cc2)CC1
  3.6	1222	0.44	-0.31	-0.22	950	i	21%	1.1	-13	-0.38	-4	6.5	i	-10	25%	2.9	0.7
- N[C@@H](C(=O)N[C@@H]1C(=O)N2C(C(=O)O)=C(Cl)CS[C@H]12)c1ccccc1
  3.6	.	.	-0.3	-0.22	607	i	12%	-2.0	32	0.067	-13	3.3	i	-9	42%	2.3	0.76

Screens deposited in PubChem by several laboratories.
